F508del corr = correctors of CFTR F508del function in bronchial epithelial cells; CFBE cells, YFP halide quenching; stimulated with forskolin plus potentiator P3; % fluorescence drop versus neutral controls; AID 720511; actives 0.36% (n = 350,000); activity (quench increase), % at 7.58 µM;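 active = mean added fluorescence quench of at least 8% versus neutral control, with both replicates also reaching 8%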;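 also: cells transiently co-express mutant CFTR-F508del with the halide-sensitive YFP; corrector assay measuring rescue of mutant channel to the surface after 24 h compound exposure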
Cneo AK release = causes C. neoformans cell lysis; adenylate kinase release luminescence, 4 h; normalised: neutral wells 0, clomiphene wells 100; lysis activity, % at 15 µM; actives 0.2% (n = 360,000); AID 651654;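 active = mean lysis activity across replicates of at least 80%, whatever share of replicates individually reach that level; inactive = mean lysis activity below 80%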
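Material – Cryptococcus neoformans yeast cells · Quantity – 5 × 10^6 yeast cells/mL · Buffer or medium – YPD medium · Compound – single dose · Timing – 4 h static compound exposure, 37 °C, read 1 h post-reagent · Signal – adenylate kinase release luminescence · Read-out basis – lysis from increased AK signal · Benchmarks – Clomiphene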
miR122 inh = inhibitors of miR-122 in Huh7 cells. actives 0.3% (n = 340,000). AID 602342. Huh7 miR-122 Renilla luciferase sensor, 48 h; neutral wells = 0, positive control = 100. activation (reporter increase), % at 12.5 µM;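 active = mean replicate activation score at least 90 and every replicate individually at or above 90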;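 also: higher luciferase means less miR-122 activity so hits act as miR-122 inhibitors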
C2C12 statin = suppressors of simvastatin-induced myotoxicity in C2C12 myotubes. ATP luminescence, 48 h; scaled: DMSO 0, geranylgeraniol control 100. rescue of ATP level, % at 7.49 µM. actives 0.78% (n = 330,000);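 active = mean ATP rescue above about 67%, or every replicate alone reaching that limit, limit read from the data, passing the limit was not always enough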;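 also: myotubes were challenged with 10 µM simvastatin during compound exposure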
PglD DTNB = blocks C. jejuni PglD acetyltransferase activity; purified PglD enzyme, DTNB colorimetric CoA detection; inhibition, % at 12.5 µM; actives 0.098% (n = 360,000); AID 602405; in the data active = inhibition above about 16%, passing the limit was not always enough; also: strong numbers were not always called active
FN deposition inh = fibronectin deposition inhibition; inhibition, % at 12.6 µM; AID 743247; actives 0.086% (n = 350,000); AH1F fibroblasts, Alexa488-fibronectin deposition fluorescence, overnight;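 active = mean inhibition across replicates of 30% or more, regardless of how many single replicates reach that level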;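 also: positive control wells lacked labelled fibronectin entirely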
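Test system: AH1F fibroblast monolayer depositing Alexa488-labelled fibronectin into matrix. Input: 10000 cells per well. Technique: fluorescence, ex 485 nm, em 525 nm. Buffer or medium: DMEM plus 2% serum, read in PBS. Timing: 1 h cell adhesion before compound, then overnight fibronectin incubation. Compound: single dose, pinned. Read-out basis: inhibition from reduced deposited-fibronectin fluorescence.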
PGC1a acetyl inh = PGC1a acetylation modulation, inhibitor mode; U2OS PGC1a acetylation, AlphaScreen anti-acetyl-lysine; with virally co-expressed GCN5 acetyltransferase; inhibition, % at 15.6 µM; actives 0.17% (n = 350,000);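 active = every replicate shows inhibition of at least 40%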;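 also: 0% = neutral control wells and 100% = positive control wells; some results beyond the cut were filed as inactive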
INS-1E GSIS act = GLuc luminescence reporter in INS-1E cells, primary screen for activators of glucose-dependent secretion of insulin; INS-1E GLuc reporter insulin secretion, 2-3 h; activation, % at 16.6 µM; actives 0.61% (n = 370,000);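 active = lowest replicate activation of at least 40%, so every replicate reaches that level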;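 also: 0% = median of neutral control wells and 100% = median of IBMX positive control wells; some compounds called inactive have numbers as strong as hits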
Starred values were filed as active, the others as inactive; / = not tested or not shown; & = joins results of further samples; [ ] = remark or other dose.

| SMILES | F508del corr | Cneo AK release | miR122 inh | C2C12 statin | PglD DTNB | FN deposition inh | PGC1a acetyl inh | INS-1E GSIS act |
| --- | --- | --- | --- | --- | --- | --- | --- | --- |
| COc1cccc(CN2C[C@@H]3N[C@H](C2)C3c2ccc(-c3cccc(C#N)c3)cc2)c1 (stereo not given in full) | 3.9&-5.5 | / | / | / | / | 10&26 | -37&-79 | -5&13 |
| CCc1nc2oc3ccccc3c(=O)c2c(=O)n1-c1ccc(C)cc1 | 1.5 | -1 | 13 | / | -2 | 5 | 2 | 1 |
| C[C@H]1CN([C@@H](C)CO)C(=O)c2cc(NC(=O)NC3CCCCC3)ccc2O[C@@H]1CN(C)S(=O)(=O)c1ccc(Cl)cc1 | -0.8 | 61 | -4[16.7 µM] | -70 | -2 | / | 4 | -20 |
| COc1cccc(C(=O)n2cnnc2N)c1OC | -1.3 | / | -8 | 16 | / | / | 4 | / |
| O=C(Nc1cc(Cl)ccn1)C1CCN(S(=O)(=O)c2cccs2)CC1 | / | 0 | -12 | -18 | -2 | 4 | -10 | 6 |
| CCN(CC)CCNC(=O)c1c(C)oc2cc(Br)c(OC)cc12 | / | 1 | -1 | -15 | 2 | -10 | 9 | / |
| CCOC(=O)C1CCN(C(=O)CN2C(=O)c3ccccc3S2(=O)=O)CC1 | -2.7 | / | -2 | -2 | / | 2 | 7 | 24 |
| O=C(c1ccccc1-c1ccccc1)N1CCN(c2ccccn2)CC1 | / | -3 | 58 | / | -3 | 2 | -58 | -2 |
| CCN1C(=O)c2cccc3c(S(=O)(=O)NCc4cccnc4)ccc1c23 | / | 1 | 30 | / | 1 | / | 0 | / |
| COCC(C)n1c(SCC(=O)N(C)C2CCS(=O)(=O)C2)nc2ccccc2c1=O (stereo not given) | -4.4 | / | / | / | / | 8 | -2 | -5 |
| C[C@H](CO)N1C[C@H](C)[C@H](CN(C)S(=O)(=O)c2ccccc2F)Oc2cc(C#Cc3ccccc3)ccc2S1(=O)=O | 0.4 | -1 | 2[16.7 µM] | 28 | -3 | / | -1 | 2 |
| N#C[C@H]1[C@@H](c2ccc(C#Cc3cccc(F)c3)cc2)[C@H](CO)N1C(=O)C1CC1 | 1.5 | -2 | / | -17 | -1 | 6 | -12 | 9 |
| O=C(Cc1ccccc1)NN1C(=O)C2C3C=CC(C4CC34)C2C1=O (stereo not given) | / | 2 | 1 | 9 | -3 | -3 | 9 | 15 |
| Cc1ccccc1S(=O)(=O)N1C[C@@H](O)COC[C@@H]2O[C@H](CC(=O)NCCc3ccccc3)CC[C@H]21 | -1.3 | 4 | -9[16.7 µM] | -14 | -2 | -15 | 0 | 1 |
| O=C(O)CC/C(=C\c1cc2c(cc1Br)OCO2)c1nc2ccccc2s1 | 1.3 | -2 | / | 19 | -5 | 1 | / | 10 |
| OC(COCc1cccs1)CN1CCCCCC1 (stereo not given) | / | 4 | -6 | 24 | 3 | / | 8 | / |
| O=C(N[C@H](Cc1ccc(Cl)cc1)C(=O)O)OCC1c2ccccc2-c2ccccc21 | 0.4 | 0 | / | 1 | 3 | 7 | / | -13 |
| CN=C1SC(CC(=O)Nc2cccc(C(F)(F)F)c2)C(=O)N1C (stereo not given) | / | -1 | -12 | 8 | 4 | / | / | / |
| CC(CC(=O)Nc1nc2ccccc2[nH]1)c1ccccc1 (stereo not given) | / | -4 | 3 | 0 | -2 | / | -12 | / |
| C#CCOCCOCCOCCNc1nc(N2CCN(C(=O)[C@H]([C@@H](C)CC)n3cc([C@@H](N)Cc4ccc(O)cc4)nn3)CC2)nc(N2CCN(C(=O)[C@H](Cc3ccc(O)cc3)n3cc([C@@H](N)CC(C)C)nn3)CC2)n1 | 0.6 | 1 | -4 | -10 | 0 | -3 | 0 | 3 |
| CCCCn1nnc(NC(=O)COc2ccc(Cl)c(C)c2)n1 | / | / | 2 | 15 | / | 7 | 8 | -4 |
| COc1cccc(CN2CC3(CN(C)C3)c3c(n(C)c4cc(OC)ccc34)[C@H]2CO)c1 | -1.7 | / | / | / | / | -13 | -10 | -6 |
| Cc1ccc(NC(=O)c2ccccc2NS(=O)(=O)c2ccc(F)cc2)cc1S(=O)(=O)N1CCCCC1 | / | / | 18 | -137 | / | 0 | / | -36 |
| O=C(O)c1cccc(NC(=O)c2ccc3c(c2)C(=O)N(c2ccccc2)C3=O)c1 | -1.2 | -11 | / | -3 | -1 | 0 | / | -7 |
| O=C(CN1CCC(c2nc3ccccc3[nH]2)CC1)NCc1ccc2c(c1)OCO2 | / | 0 | / | 5 | 2 | / | 6 | 0 |
| Cc1cccc(C)c1-n1nnnc1C(c1cccc2ccccc12)N1CCN(C/C=C/c2ccccc2)CC1 (stereo not given) | -0.8 | 1 | -5 | -2 | 3 | 1 | -30 | 2 |
| O=C(N[C@H]1CC[C@@H](CCNC(=O)C2CC2)O[C@H]1CO)c1ccncc1 | -0.7 | -6 | / | -1 | 2 | / | 1 | 2 |
| CC(=O)N(C)C[C@@H]1Oc2cc(-c3cccc(C#N)c3)ccc2S(=O)(=O)N([C@@H](C)CO)C[C@@H]1C | 2.6 | 1 | -1[16.7 µM] | -15 | -1 | 10 | 2 | 4 |
| C(=NN1CCCCCC1)c1ccccc1 | -5.3 | 1 | 5 | 1 | 4 | 5 | 0 | / |
| COCCNC(=S)N/N=C(\C)c1ccc(OC)cc1 | / | 14 | 6 | / | 2 | 0 | -17 | 34 |

Fetched by structure from above, 3 records:
| SMILES | F508del corr | Cneo AK release | miR122 inh | C2C12 statin | PglD DTNB | FN deposition inh | PGC1a acetyl inh | INS-1E GSIS act |
| --- | --- | --- | --- | --- | --- | --- | --- | --- |
| CCN1C(=O)c2cccc3c(S(=O)(=O)NCc4cccnc4)ccc1c23 | / | 1 | 30 | / | 1 | / | 0 | / |
| O=C(c1ccccc1-c1ccccc1)N1CCN(c2ccccn2)CC1 | / | -3 | 58 | / | -3 | 2 | -58 | -2 |
| CCc1nc2oc3ccccc3c(=O)c2c(=O)n1-c1ccc(C)cc1 | 1.5 | -1 | 13 | / | -2 | 5 | 2 | 1 |

More structures follow.
| SMILES | F508del corr | Cneo AK release | miR122 inh | C2C12 statin | PglD DTNB | FN deposition inh | PGC1a acetyl inh | INS-1E GSIS act |
| --- | --- | --- | --- | --- | --- | --- | --- | --- |
| Cc1ccc(N(CC(=O)NC(C)(C)C)C(=O)CCC(=O)Nc2nccs2)c(C)c1 | 2.0 | -1 | / | 17 | 6 | -5 | / | -11 |
| CCCCc1nc2cc(C(=O)N3CCC(OCCOC)CC3)ccc2o1 | -0.2 | 0 | 3 | 14 | -1 | 3 | 1 | 4 |
| O=C1NC2(CCCCCC2)N=C1c1ccc(Br)cc1 | -0.7 | / | -7 | -1 | / | -2 | -5 | 1 |
| COCC(=O)N1C[C@H]2[C@@H](c3ccccc31)[C@@H](CO)N2C(=O)Nc1ccccc1Cl | -0.7 | -3 | -4[16.7 µM] | -3 | -1 | / | -6 | -4 |
| CCN(CC)c1ccc(NC(=O)COc2ccccc2C#N)cc1S(=O)(=O)Nc1ccc(OC)cc1 | / | 6 | -3 | / | -4 | -1 | / | -29 |
| C[C@@H]1CN([C@@H](C)CO)C(=O)c2ccccc2-c2ccccc2CO[C@@H]1CN(C)S(=O)(=O)c1ccc(C(F)(F)F)cc1 | 0.7 | 2 | -7 | -4 | -5 | -2&-4 | -9 | -15&-12 |
| Cc1nc(N2CCOCC2)nc(N2CCCCC2C)c1[N+](=O)[O-] (stereo not given) | 0.9 | / | / | / | / | -5 | -4 | -21 |
| C[C@H](CO)N1C[C@H](C)[C@@H](CN(C)S(=O)(=O)c2ccccc2)OCCCC[C@H](C)Oc2ccc(NC(=O)Nc3ccc(F)cc3)cc2C1=O | -1.0 | 1 | -3[16.7 µM] | / | -3 | / | -8 | -5 |
| C[C@H](CO)N1C[C@H](C)[C@H](CN(C)S(=O)(=O)c2ccccc2)Oc2c(NC(=O)Nc3ccc(F)cc3)cccc2C1=O | -0.6 | -2 | 6[16.7 µM] | 6 | 0 | / | -15 | -6 |
| CC1(Cc2ccc(Cl)cc2)C(=O)Nc2c(Cl)cccc21 (stereo not given) | / | 0 | -14 | 12 | -2 | / | / | / |
| COc1ccc(C2C(C(N)=O)=C(C)Nc3nc(CCCO)nn32)cc1 (stereo not given) | -4.6 | -3 | / | 3 | 6 | -4 | -1 | -2 |
| COc1ccc(CCNS(=O)(=O)c2ccc3c(c2)NC(=O)CO3)cc1OC | -6.1 | -1 | -4 | 4 | 0 | 0 | -22 | -1 |
| C[C@@H]1CN([C@@H](C)CO)C(=O)c2cc(NS(=O)(=O)c3ccc(Cl)cc3)ccc2O[C@@H]1CN(C)Cc1ccc(-c2ccccc2)cc1 | 1.4 | 2 | -9[16.7 µM] | / | 2 | / | -4 | -6 |
| CN(C)CCCNC(=O)C[C@@H]1CC[C@H]2[C@@H](COc3ccc(NC(=O)c4ccccc4F)cc3C(=O)N2C)O1 | 0.0 | -3 | 6[16.7 µM] | -17 | 0 | -9 | 2 | 5 |
| COc1ccc2c3c(n(C)c2c1)[C@H](CO)NCC31CCN(Cc2cc(F)ccc2F)CC1 | -3.2 | / | / | / | / | 10 | -50 | 5 |
| CC(C)(C)NC(=O)C(c1ccccc1)N(Cc1ccco1)C(=O)c1csnn1 (stereo not given) | / | 1 | -4 | -11 | -5 | -15 | 5 | / |
| CCC(=O)Nc1ccc(-c2nnc(SCc3ccc(C(=O)Nc4nccs4)cc3)n2CC)cc1 | / | 3 | / | 5 | 6 | / | / | -11 |
| Cc1cn([C@H]2C[C@H](O)[C@@H](/C=C/C(=O)NCCc3ccc4ccccc4c3)O2)c(=O)[nH]c1=O | -0.3 | 0 | -3 | 3 | -1 | -4 | 11 | / |
| O=C(c1ccc(N2CCOCC2)c([N+](=O)[O-])c1)N1CCN(Cc2ccccc2)CC1 | 5.0 | -2 | -4 | -24 | 4 | 3 | 28 | 14 |
| Cc1ccc(C(=O)NCC(=O)NCCc2ccc(S(N)(=O)=O)cc2)s1 | 2.1 | / | 2 | 4 | / | 2 | -3 | 1 |
| CC(C)CC1=NN(C(=O)c2ccco2)C(O)(C(F)(F)F)C1 (stereo not given) | 2.4 | / | / | / | / | 2 | -33 | 3 |
| CC(=O)c1ccc(S(=O)(=O)N2CCN(CCOc3ccc(Br)cc3)CC2)cc1 | -0.2 | 3 | / | -17 | 3 | -4 | -6 | / |
| O=C(NCc1ccccn1)c1cc2n(n1)C(C(F)(F)F)CC(c1ccco1)N2 (stereo not given) | / | -1 | -5 | / | 1 | / | 25 | / |
| CCOc1ccc(NC(=O)CSc2nc3ccccc3c(=O)n2Cc2cccs2)cc1 | / | -3 | 3 | -48 | -3 | / | -16 | 60 |
| CCN1[C@@H]2c3ccc(-c4ccccc4)c(=O)n3C[C@@H]2[C@@H](CO)[C@@H]1C(=O)N1CCN(C)CC1 | -0.9 | -4 | 9[16.7 µM] | 14 | 4 | / | -4 | 8 |
| COc1ccc(N=CC2=C(O)c3ccccc3C2=O)cc1 | / | -3 | -3 | / | -3 | 1 | 3 | / |
| COc1ccc(CNC(=O)NCc2ccc(OC)c(OC)c2)cc1OC | / | -1 | -3 | -1 | -18 | -5 | -44 | / |
| COc1ccc(CN(C)C(=O)COC(=O)c2c(C)nn(-c3ccc(F)cc3)c2Cl)cc1 | -0.1 | -1 | -8 | 1 | -4 | -2 | -9 | -23 |
| CCN1C(=O)c2cccc3c(N)ccc(c23)C1=O | 19* | 4 | 6 | 8 | 6 | -11 | / | 2 |
| CCOC(=O)CSc1nc(=O)n2ccccc2n1 | -0.5 | / | / | / | / | -1 | 7 | 1 |

From PubChem
